# Source: PubChem
# IL-1B inflam inh: qHTS for Inhibitors of Inflammasome Signaling: IL-1-beta AlphaLISA Primary Screen; THP-1 LPS/ATP IL-1B secretion, AlphaLISA, 16 h; stronger effect = lower value; activity change, % at 57.5 µM; hit rate 4.7% among 360,000; in the data active = activity change below about -50%; inconclusive = mostly about -30% to -49%; also: % is scaled to controls: 0 for no effect and ±100 for the full control effect
#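 THP-1 cells pretreated 1 hr with compounds (up to 57.5 uM final), then stimulated with LPS (250 ng/mL final) plus ATP (1.25 mM final); secreted IL-1B measured by AlphaLISA after 16 hr, decreased signal indicating inhibition.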
# MCF10A rereplic: A quantitative high throughput screen for small molecules that induce DNA re-replication in MCF 10a normal breast cells; MCF 10A DNA re-replication, Hoechst nuclear intensity, 48 h; Potency, µM (series often up to 46.1 µM), for the others: at the top dose activity, positive = re-replication, usual class: activators; hit rate 2.9% among 350,000; also: potency is read from the fitted curve at half-maximal effect; % of control where 0% means no effect; nearly all actives have a fitted effect of over 50% in size
# HT1080-NT tox: qHTS for induction of synthetic lethality in tumor cells producing 2HG: qHTS for the HT-1080-NT fibrosarcoma cell line; hit rate 1.6% among 360,000; Potency, µM (highest dose often 46.1 µM), for the others: at the highest dose activity, negative = less viability, actives largely listed as cytotoxic; HT-1080-NT fibrosarcoma viability, CellTiter-Glo ATP luminescence, 48 h;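 also: NT is the 2HG producing partner of a matched IDH1 knockdown line; potency is read from the fitted curve at half-maximal effect; 0% = DMSO-treated cells and -100% = media-only wells without cells; nearly all actives have a fitted effect of over 55% in size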
#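 A 48-hour cytotoxicity screen used HT-1080-NT cells plated 2 hours before compound delivery. ATP-based CellTiter-Glo luminescence measured viability, normalized to DMSO and no-cell controls.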
# KB-V1 cytotox: qHTS assay for MDR1-selective chemotherapeutics: Primary screen using the drug-selected MDR subline cells KB-V1; KB-V1 MDR cells viability, CellTiter-Glo, 72 h; Potency, µM (highest dose often 46.1 µM), for the others: at the top dose activity change, negative = cytotoxicity, most hits filed as cytotoxic; hit rate 3.4% among 400,000; also: potency is read from the fitted curve at half-maximal effect; % is scaled to controls: 0 for no effect and ±100 for the full control effect; nearly all actives have a fitted effect of over 60% in size
#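 Cells of the MDR subline KB-V1 are plated, dosed with compound at multiple concentrations, and incubated 72 h at 37 degrees C; CellTiter-Glo is then added and luminescence read after 10 min.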
# SW480 rereplic: A quantitative high throughput screen for small molecules that induce DNA re-replication in SW480 colon adenocarcinoma cells | AID 624297, 2012 | SW480 DNA re-replication, Hoechst DNA content imaging, 48 h | hit rate 1.8% among 340,000 | Potency, µM (top dose mostly 46.1 µM), for the others: at the top dose re-replication activation, hits mostly activators; also: potency is read from the fitted curve at half-maximal effect; % of control where 0% means no effect; nearly all actives have a fitted effect of over 55% in size
#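 250 cells/well; 23 nL cpd via pin tool; 48 hr, 37 C, 5% CO2; Hoechst 40 min; imager read of total nuclear intensity, ex 405/em 500-530 nm.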
# HT1080 IDH1KD tx: qHTS for induction of synthetic lethality in tumor cells producing 2HG: qHTS for the HT-1080-IDH1KD cell line; HT-1080 IDH1 knockdown viability, ATP luminescence, 48 h; Potency, µM (titrated, usually from 46.1 µM), for inactives: at the top dose activity, negative = toxicity, most hits filed as cytotoxic; hit rate 2% among 360,000;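 also: potency is read from the fitted curve at half-maximal effect; 0% = DMSO wells and -100% = cell-free medium wells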
#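 CellTiter-Glo luminescence after 48 h compound exposure at 37 degrees C of IDH1-knockdown HT-1080 cells in 5% FBS RPMI. %Activity scaled between DMSO wells and cell-free media wells, with curves fitted and assigned curve classes.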
# ATXN2 expr inh: Primary qHTS for Inhibitors of ATXN expression; hit rate 0.72% among 360,000; Potency, µM (titrated, usually from 57 µM), without a hit: at the top dose activity change, negative = inhibition, usual class: inhibitors; HEK-293 ATXN2-luciferase reporter, luminescence, 24 h; also: potency is read from the fitted curve at half-maximal effect; % is scaled to controls: 0 for no effect and ±100 for the full control effect; nearly all actives have a fitted effect of over 55% in size
#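 qHTS (up to 57 uM final) was run with 24 h compound exposure of reporter cells at 37 °C. Each well was multiplexed: SteadyGlo luminescence measured ATXN2-luciferase expression after a fluorogenic Gly-Phe-AFC viability readout (25 uM final).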
# S2 tox: Viability Counterscreen for Primary qHTS for Inhibitors of ATXN expression; S2 cells (HEK-293 line with an ATXN2-luciferase reporter) viability, CellTiter-Fluor protease fluorescence, 24 h; Potency, µM (titrated, usually from 56.7 µM), usual class: cytotoxic; hit rate 0.49% among 400,000; AID 651635, 2014; also: potency is read from the fitted curve at half-maximal effect; nearly all actives have a fitted effect of over 40% in size
# KB-3-1 tox: qHTS assay for MDR1-selective chemotherapeutics: Primary screen using the parental adenocarcinoma cell KB-3-1; Potency, µM (doses to about 46.1 µM), inactives show at the highest dose activity change, negative = cytotoxic, most hits filed as cytotoxic; KB-3-1 viability, CellTiter-Glo ATP luminescence, 72 h; hit rate 1.4% among 400,000; also: potency is read from the fitted curve at half-maximal effect; % is scaled to controls: 0 for no effect and ±100 for the full control effect; nearly all actives have a fitted effect of over 60% in size
#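 Here the drug-naive KB-3-1 line serves as comparator for MDR sub-line selectivity; cells received compound titrations, 72 h at 37 °C, then CellTiter-Glo readout.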
# Numbers without * were called inactive; i = inactive; ? = inconclusive; · = no result given; & = joins results of further samples; ! = not active in a repeat; [ ] = remark or other dose. Unless noted, calls follow the shape of the dose curve; as a rule, active = well fitted curve in the direction sought with a large enough effect; inconclusive = small, poorly fitted or top-dose-only effect, or another doubt; inactive = no such curve, though single readings can be large; an effect the other way counts as inactive or inconclusive.
structure	IL-1B inflam inh	MCF10A rereplic	HT1080-NT tox	KB-V1 cytotox	SW480 rereplic	HT1080 IDH1KD tx	ATXN2 expr inh	S2 tox	KB-3-1 tox
Cc1cc(OC(C)C(=O)NC(Cc2c[nH]c3ccc(O)cc23)C(=O)O)c2c(C)c(C)c(=O)oc2c1 (centres undefined)	0	24%	0%	-13%	-5%	5%	1%	i	0%
COc1cccc(-c2cc(C(=O)N3CC4(C)CC3CC(C)(C)C4)no2)c1 (centres undefined)	-8	?	-4%	15µM*	0%	?	2%	i	-23%
Cc1cc2c(cc(C(=O)OCC(=O)NCc3cccs3)n2C(C)C)o1	14	2.9µM*	1µM*	?	8.2µM*	?	-14%	i	9.2µM*
CSc1nc(O)c(N=Nc2ccc(F)cc2F)c(=O)[nH]1	-7	1%	-8%	?	-35%[inhibitor]	-1%	·	i	4%
Cc1ccc(-n2ncc3c(Nc4ccccc4C)ncnc32)cc1	·	·	·	0%	·	·	118%[activator]	i	1%
Cc1ccc(NC(=O)COC(=O)CC2CC3CCC2C3)cc1S(=O)(=O)N1CCOCC1 (centres undefined)	7	0%	-2%	26%	-1%	6%	-6%	i	2%
COc1cccc(C(O)c2nc3ccccc3n2C(C)C)c1 (centres undefined)	?	-4%	4%	?	-7%	3%	-11%	i	-7%
Cc1ccc(NC(=O)CN2C(=O)NC3(CCCCC3C)C2=O)cc1S(=O)(=O)N1CCOCC1 (centres undefined)	-7	·	0%	9%	·	-2%	·	i	6%
Cc1[nH]c2c(C)cccc2c1CCNC(=O)C1CCCCC1C(=O)OCC(F)(F)F (centres undefined)	-20	-1%	-13%	-3%	6%	-14%	-24%	?	1%
CCSc1nnc(NC(=O)CSc2nnc(C)c(=O)n2N)s1	-9	-1%	0%	8%	-3%	16%	6%	?	23%
Cc1ccccc1NC(=O)CSc1nccn1C	·	·	·	-2%	·	·	8%	i	?
Cc1nn(C(=O)c2ccc(Cl)cc2)c(C)c1S(=O)(=O)N1CCCCCC1	·	·	·	0%	·	·	4%	i	6%
CCCNC(=O)c1cc(C2CCCN(C(=O)c3cc(F)ccc3C)C2)on1 (centres undefined)	19	·	11%	-13%	·	1%	4%	i	-3%
CSc1nc2[nH]ncc2c(=O)[nH]1	0	-5%	-3%	-7%	·	-22%	2%	i	20%
Cc1ccc(-n2c(C)nc3c(cnn3-c3ccc(F)cc3)c2=O)cc1C	11	18%	-1%	-24%	2%	-2%	-3%	i	?
O=C(O)CSc1nccc2ccccc12	-61*	0%	2%	-8%	8%	-2%	-22%[11.3 µM]	i	-1%
CCc1nc2ccc(C(=O)NCCN3CCOCC3)cn2c1N(C=O)Cc1ccc(OC)cc1	0	·	0%	-5%	·	-4%	9%	i	0%
C=CCn1c(C)cc(C(=O)CSc2nnc(-c3cccc(S(=O)(=O)N(CC)CC)c3)o2)c1C	0	18%	4%	0%	6%	1%	-1%	i	-3%
O=C(COc1coc(CN2CCN(c3ccccc3)CC2)cc1=O)NCC1CCCO1 (centres undefined)	9	?	21%	?	-32%[inhibitor]	15%	-6%	i	11%
CCN1CCN(CCNC(=O)c2ccc3nc(-c4cccc(C)c4)c(-c4cccc(C)c4)nc3c2)CC1	0	3%	-2%	-24%	12%	-21%	-13%	i	?
CCN(CC)S(=O)(=O)c1ccc2c(c1)nc(CCC(=O)Nc1cccc(C(F)(F)F)c1)n2CC	?	-10%	-13%	0%	-8%	-23%	-23%	i	-19%
CCOc1ccc(CCN2C(=O)C(=O)N([C@@H](Cc3ccccc3)CN3CCC[C@@H]3CN3C(=O)C(=O)NC[C@@H]3Cc3ccc(O)cc3)C[C@@H]2Cc2ccccc2)cc1	3	·	13%	-2%	·	25%	3%	i	0%
CCOC(=O)N1CCN(C(=O)CN2C(=O)COc3ccc(C)cc32)CC1	0	584%[0.0737 µM]	2%	-1%	-2%	4%	-3%	i	5%
COC(=O)c1sccc1NC(=O)Nc1ccccc1C	-6	0%	9%	?	-5%	4%	-2%	i	-1%
Cc1ccc(NC(=O)C2CCCN(S(=O)(=O)c3c(C)noc3C)C2)cc1 (centres undefined)	14	3%	-1%	0%&-5%	-2%	7%	-1%	i	0%&-11%
O=C(O)c1cccc(Nc2ccc3nonc3c2[N+](=O)[O-])c1	-11	-2%	1%	-6%	-53%[inhibitor]	0%	-42%	?	2%
CCC(=O)OCCNc1cc(Sc2nccn2C)c2nonc2c1[N+](=O)[O-]	-68*	?	15µM*	-3%	·	?	?	·	?
Cc1cc(C)nc(NC2=NCC(=O)N2CCc2c[nH]c3ccccc23)n1	-6	28%	5%	1%	8%	5%	0%	i	11%
CC(Cc1ccc(O)c(O)c1)C(C)Cc1ccc(O)c(O)c1 (centres undefined)	-75*	?	-28%	-9%	0.37µM*!	?	-22%	?	0%
COc1ccc(S(=O)(=O)N2CCOCC2)cc1NC(=O)C1CCN(S(=O)(=O)c2ccc(Cl)cc2)CC1	0	6%	-4%	-25%	4%	1%	1%	i	3%
COc1cccc(C(=O)N2CCN(c3ccc(N4CCOCC4)nn3)CC2)c1	5	-1%	-6%	0%	-5%	-6%	0%	i	1%
CN1CCN(c2ccc(S(=O)(=O)N3CCOCC3)cc2NC(=O)COc2ccc(C#N)cc2)CC1	?	12%	-4%	4%	-4%	0%	-7%	i	11%
COc1ccc(C(=O)N/N=C/c2ccc(OC)c(COc3ccc(F)cc3F)c2)cc1	-6	1%	-1%	·	11%	-10%	-11%	i	·
O=[N+]([O-])c1ccc(COc2ccc(CNc3ccccc3)cc2)cc1	0	-72%[inhibitor]	1%	?	-32%[inhibitor]	10%	17%	i	-11%
CCn1c(=O)c2ccccc2n(CC(=O)NCCC2=CCCCC2)c1=O	8	-1%	19%	-27%	7%	25%	-19%	i	12%
COc1ccc(/C=N/NC(=O)CC(=O)NCc2cccnc2)c(OC)c1	3	-1%	?	?	-3%	3%	8%	i	21%
Cc1ccc(OCC(=O)N2CC(C)OC(C)C2)c([N+](=O)[O-])n1 (centres undefined)	2	-1%	17%	1%	-17%	19%	-3%	·	3%
CCc1cc(-c2n[nH]c(C)c2-c2nc3ccccc3n2C)c(O)cc1O	?	?	?	11%	?	?	-13%	?	?
CCC(C)Sc1cccc(-c2nc3ccc(C)cn3c2NCc2ccccc2)c1 (centres undefined)	-104*!	12µM*	?	18µM*!	?	?	?	?	?
CC1CN(c2ccc(NC(=S)Nc3ccc(N4CC(C)OC(C)C4)cc3)cc2)CC(C)O1 (centres undefined)	0	8%	-6%	-26%	-1%	-14%	·	i	-3%
O=c1[nH]c(SCCOc2cccc3ccccc23)nc2ccccc12	20	2%	?	-28%	-5%	7%	15%	i	?
Cc1ccccc1-c1cc2nc(NCCc3ccncc3)n(C)c(=O)c2s1	-29	·	?	-21%	·	?	?	?	0%
Cc1ccc(S(=O)(=O)N2CCC(Oc3cccc(C(F)(F)F)c3)CC2)cc1	21	-1%	4%	1%	-5%	0%	·	i	0%
COC(=O)N(C)CCCC1(C)C(=O)N(C)c2ccc(O)cc21 (centres undefined)	10	-4%	-3%	-23%	-16%	-1%	8%	i	9%
Cc1nc2sc(C(c3ccco3)N3CCC(Cc4ccccc4)CC3)c(O)n2n1 (centres undefined)	-3	0%	-7%	-2%	-3%	1%	-20%	?	0%
COc1ccc(-n2c(Cn3c(=O)sc4ccccc43)nnc2SCC(=O)N2CCCCC2)cc1	?	-3%	-1%	-13%	6%	0%	-6%	i	-7%
CCCN(CC(=O)Nc1ccccc1OC)C(=O)CCNC(=O)c1ccccc1OC	3	0%	3%	-1%	-4%	5%	4%	i	0%
COc1ccccc1-c1nc2cc(NC(=O)c3ccccc3Cl)ccc2o1	·	·	·	?	·	·	-11%	i	8%
Cc1nc(S(=O)(=O)NC2CCCCC2)c(C#N)c(C)c1Cl	-16	3%	4%	-13%	-6%	0%	7%	i	-12%
CCC(CC)C(=O)Nc1nnc2n1CCS2	·	·	·	-9%	·	·	3%	i	9%
Cc1cc(C)cc(NC(=O)Cc2c(C(=O)O)c(C)cn2C)c1	·	·	·	-7%	·	·	1%	?	2%
O=C(O)c1nn(CCOc2ccc(Br)cc2)c(=O)c2ccccc12	30	?	3%	-2%	-14%	-2%	-5%	i	25%
Cc1ccc(NS(=O)(=O)c2ccc3c(c2)CCCN3C(=O)C2CCC2)c(C)c1	·	·	·	-5%	·	·	?	?	-11%
Cc1cc(C)c(OCCOCCn2c(-c3ccc(Cl)cc3)nc3ccccc3c2=O)c(C)c1	·	·	·	?	·	·	9%	i	-1%
CS(=O)(=O)c1ccc(Cl)c(NC(=O)CSc2n[nH]c(N)n2)c1	7	1%	3%	6%	-3%	-6%	8%	i	27%
CC(=O)c1nn(-c2cccc(Br)c2)cc1C(=O)c1ccc(C)cc1	11	9%	-8%	-29%	-3%	-21%	·	·	-1%
COc1ccc2nc(SCC(=O)NC3CCCCC3C)[nH]c2c1 (centres undefined)	0	16%	?	?	?	?	-27%	i	?
Cc1nc(S(=O)(=O)Cc2ccccc2)nc2c1CCC2	-14	-1%	27%	24%	-10%	7%	35%	i	19%
